GRIN3A LBD mod = NR3A (human) ligand-binding domain modulation | NR3A LBD differential scanning fluorimetry, Tm shift; 0% = protein alone, 100% = glycine-bound protein | Tm shift relative to glycine control, % at 25 µM | 340,000 tested, 2.5% active | AID 1259313;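 active = melting temperature shift of at least 10% of the positive control shift, at one fixed dose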
Gli-Sufu antag = blocks Gli-Sufu signaling in a luciferase reporter | Sufu-KO-LIGHT fibroblasts, Gli luciferase reporter luminescence | 340,000 tested, 0.74% active | inhibition, % at 5 µM;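 active = inhibition above about 55%, limit read from the data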;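 also: 0% = DMSO-treated cells and 100% = wells with medium but no cells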
CXCR6 inh = inhibitors of human CXCR6 receptor. 360,000 tested, 0.36% active. O00574. inhibition, % at 20 µM. AID 602244. CHO-K1 PathHunter CXCR6 beta-arrestin, luminescence; in the data active = inhibition above about 34%, passing the limit was not always enough;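 also: antagonist mode with CXCL16 agonist at 10 nM final; 0% = 10 nM CXCL16 with DMSO and 100% = unstimulated wells without agonist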
Target sequence (O00574 whole entry, looked up): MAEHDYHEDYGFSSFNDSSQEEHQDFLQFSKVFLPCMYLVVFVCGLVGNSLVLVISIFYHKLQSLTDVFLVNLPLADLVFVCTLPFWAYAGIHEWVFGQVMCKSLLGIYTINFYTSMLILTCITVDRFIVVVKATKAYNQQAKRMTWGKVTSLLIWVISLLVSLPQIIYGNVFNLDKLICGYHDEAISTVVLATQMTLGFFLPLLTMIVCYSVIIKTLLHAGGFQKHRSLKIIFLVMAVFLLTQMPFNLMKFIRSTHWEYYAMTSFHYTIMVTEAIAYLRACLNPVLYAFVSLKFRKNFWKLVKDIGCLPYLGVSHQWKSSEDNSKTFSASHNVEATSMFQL
CCR6 antag = blocks CCL20-driven beta-arrestin recruitment at human CCR6 | CHO-K1 CCR6 PathHunter beta-arrestin, luminescence, CCL20-stimulated | AID 493098 | inhibition, % at 20 µM | P51684 | 340,000 tested, 0.49% active;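 active = compounds whose inhibition of the agonist-driven luminescence signal at 20 µM reaches about 50%, limit read from the data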;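 also: cells stimulated with CCL20 at 14 nM final; plate controls were DMSO with CCL20 for no effect and DMSO without agonist for full effect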
Target sequence (P51684 whole entry, looked up): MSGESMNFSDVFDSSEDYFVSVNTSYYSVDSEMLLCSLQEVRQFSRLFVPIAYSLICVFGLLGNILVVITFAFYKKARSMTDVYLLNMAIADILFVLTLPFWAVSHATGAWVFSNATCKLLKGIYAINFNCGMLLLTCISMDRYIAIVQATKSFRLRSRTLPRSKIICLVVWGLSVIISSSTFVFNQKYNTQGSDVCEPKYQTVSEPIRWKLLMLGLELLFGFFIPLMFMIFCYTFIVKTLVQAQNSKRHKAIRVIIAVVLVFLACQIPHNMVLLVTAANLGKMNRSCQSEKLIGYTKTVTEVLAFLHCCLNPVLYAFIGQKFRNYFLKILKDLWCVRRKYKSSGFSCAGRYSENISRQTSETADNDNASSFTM
EBI2 block = antagonists of human EBI2 receptor | P32249 | EBI2 beta-arrestin recruitment, luminescence, 7a,25-OHC stimulated | inhibition, % at 5 µM | 360,000 tested, 0.81% active | AID 651636; in the data active = inhibition above about 38%;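 also: enzyme fragment complementation signal reports receptor beta-arrestin coupling in cells; 0% = agonist plus DMSO wells and 100% = wells without agonist; some results beyond the cut were filed as inactive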
MPTP inh = permeability transition pore inhibition; isolated mouse mitochondria, Ca2+ swelling absorbance, 30 min; inhibition, % at 10 µM; 360,000 tested, 1.4% active; AID 602449;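 active = inhibition of 50% or more, scaled per plate between neutral and stimulator controls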;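 also: 0% = DMSO wells given calcium and 100% = 1 mM EGTA wells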
A3A deaminase = blocks human APOBEC3A ssDNA deamination | P31941 | recombinant A3A, FAM/TAMRA ssDNA deamination fluorescence | inhibition, % at 20 µM | 330,000 tested, 0.41% active;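 active = at least 40% inhibition at 20 µM here, with at most 30% in a related deaminase screen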;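 also: plate controls were A3A with DMSO for no effect and wells lacking A3A enzyme for full effect; some results filed as inactive read as strong as hits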
Target sequence (P31941 whole entry, looked up): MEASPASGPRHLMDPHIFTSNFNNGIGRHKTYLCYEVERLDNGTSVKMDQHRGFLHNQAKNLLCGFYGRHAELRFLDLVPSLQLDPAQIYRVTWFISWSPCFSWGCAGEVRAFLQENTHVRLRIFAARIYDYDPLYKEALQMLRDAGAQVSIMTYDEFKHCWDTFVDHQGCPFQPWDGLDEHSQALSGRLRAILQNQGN
A3G deaminase = APOBEC3G (human) deaminase inhibition; 330,000 tested, 0.28% active; AID 493012; inhibition, % at 20 µM; recombinant A3G, ssDNA deamination FAM/TAMRA fluorescence; Q9HC16;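 active = inhibition of at least 40% at 20 µM, with no more than 30% in the related APOBEC3A deaminase screen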;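 also: plate controls were DMSO wells with A3G for no effect and wells lacking A3G enzyme for full effect; some compounds called inactive have numbers as strong as hits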
Starred values were filed as active, the others as inactive.

How did O=C(O)c1cccc(-n2nnnc2SCc2ccccn2)c1 do in these assays?
GRIN3A LBD mod: -0.4; Gli-Sufu antag: -3.8; CXCR6 inh: 0.1; CCR6 antag: -1.4; EBI2 block: -13.3; MPTP inh: -1.6; A3A deaminase: -3.3; A3G deaminase: -3.1

What do the screens show for `Cc1ccc(-n2ncc3c(N4CCCC4)ncnc32)c(C)c1`?
GRIN3A LBD mod: -3.7; Gli-Sufu antag: -29.4; CXCR6 inh: 0.0; CCR6 antag: -1.3; EBI2 block: -1.8; MPTP inh: -0.8; A3A deaminase: 1.3; A3G deaminase: -0.3

Results for CCOc1ccccc1N1CC(C(=O)NCCc2ccc(S(N)(=O)=O)cc2)CC1=O (stereo not given) ?
GRIN3A LBD mod: -1.9; Gli-Sufu antag: 4.2; CXCR6 inh: -2.6; CCR6 antag: -4.5; EBI2 block: 0.2; MPTP inh: 1.7; A3A deaminase: 3.4; A3G deaminase: -5.8

Results for Cc1noc(C)c1C(=O)NCc1ccccc1Br ?
GRIN3A LBD mod: -0.4; Gli-Sufu antag: -4.5; CXCR6 inh: 3.9; CCR6 antag: -8.2; EBI2 block: -2.1; MPTP inh: -1.4; A3A deaminase: 4.2; A3G deaminase: 1.3

What do the screens show for `CCN(CC(=O)N1CCN(Cc2ccccc2)CC1)S(=O)(=O)c1ccc(C)cc1`?
GRIN3A LBD mod: 1.0; Gli-Sufu antag: -0.9; CXCR6 inh: -8.3; CCR6 antag: 18.8; EBI2 block: -6.1; MPTP inh: 0.0; A3A deaminase: 1.7; A3G deaminase: -0.4

What do the screens show for `COc1ccc(CC(=O)Nc2cc(S(=O)(=O)N3CCOCC3)ccc2N2CCCC2)cc1OC`?
GRIN3A LBD mod: -1.0; Gli-Sufu antag: 5.5; CXCR6 inh: 0.4; CCR6 antag: 7.9; EBI2 block: 3.9; MPTP inh: 0.6; A3A deaminase: 3.1; A3G deaminase: -2.1

What do the screens show for `Cc1cccc(C)c1-n1cccc1/C=C1/C(=N)N2C(=NC1=O)SN=C2S(C)(=O)=O`?
GRIN3A LBD mod: -3.8; Gli-Sufu antag: -2.5; CXCR6 inh: 0.9; CCR6 antag: 5.4; EBI2 block: 6.1; MPTP inh: 67.2*; A3A deaminase: -1.8; A3G deaminase: -6.6

What do the screens show for `CCOC(=O)C1(CCOc2ccccc2)CCN(Cc2ccc3nonc3c2)CC1`?
GRIN3A LBD mod: 0.8; Gli-Sufu antag: 31.0; CXCR6 inh: 10.2; CCR6 antag: 17.2; EBI2 block: 24.6; MPTP inh: 1.8; A3A deaminase: -2.0; A3G deaminase: -5.6

Results for COc1ccc(N(CC(=O)NCCc2ccccc2)C(=O)c2csnn2)cc1OC ?
GRIN3A LBD mod: 1.2; Gli-Sufu antag: 14.1; CXCR6 inh: -4.8; CCR6 antag: -0.5; EBI2 block: 5.9; MPTP inh: 1.1; A3A deaminase: -3.9; A3G deaminase: -8.2

What do the screens show for `O=C(NC(Cc1ccccc1)C(=O)NC1CC1)OCc1ccccc1` (stereo not given)?
GRIN3A LBD mod: 0.7; Gli-Sufu antag: -25.1; CXCR6 inh: 0.4; CCR6 antag: 11.8; EBI2 block: -9.0; MPTP inh: 0.0; A3A deaminase: 3.3; A3G deaminase: -9.8

How did COc1ccc(-c2nnc(SCC(=O)NC(=O)NCc3ccco3)o2)cc1 do in these assays?
GRIN3A LBD mod: -1.7; Gli-Sufu antag: 0.2; CXCR6 inh: -0.9; CCR6 antag: -6.7; EBI2 block: -3.2; MPTP inh: 1.7; A3A deaminase: 3.0; A3G deaminase: 1.0

How did Nc1ccc(Sc2ccc([N+](=O)[O-])cc2)cc1 do in these assays?
GRIN3A LBD mod: -9.9; Gli-Sufu antag: -8.8; CXCR6 inh: 6.0; CCR6 antag: -3.0; EBI2 block: -1.1; MPTP inh: 7.5; A3A deaminase: -2.4; A3G deaminase: -5.9

Results for Cc1onc(-c2ccccc2)c1-c1nc2ccccc2c(=O)o1 ?
GRIN3A LBD mod: 1.4; Gli-Sufu antag: -13.8; CXCR6 inh: -3.8; CCR6 antag: 5.0; EBI2 block: 8.4; MPTP inh: -1.2; A3A deaminase: 1.0; A3G deaminase: -4.7

What do the screens show for `Cc1ccc(C(=O)NC(NC(=O)c2ccc(C)cc2)C(Cl)Cl)cc1`?
GRIN3A LBD mod: -3.8; Gli-Sufu antag: 0.4; CXCR6 inh: -0.9; CCR6 antag: 2.4; EBI2 block: -6.3; MPTP inh: 2.0; A3A deaminase: -1.3; A3G deaminase: -1.7

Results for Cc1ccc2c(c1)C(c1ccccc1)N(C(=O)c1ccc(Br)o1)CC(=O)N2 (stereo not given) ?
GRIN3A LBD mod: -6.5; Gli-Sufu antag: 10.6; CXCR6 inh: -3.8; CCR6 antag: 19.4; EBI2 block: -6.6; MPTP inh: -0.4; A3A deaminase: -2.3; A3G deaminase: -2.0

Results for Cc1ccc(-c2c(C#N)c(N)nc3c2CCCCC3)cc1 ?
GRIN3A LBD mod: 0.8; Gli-Sufu antag: 14.2; CXCR6 inh: 2.5; CCR6 antag: 17.8; EBI2 block: 4.4; MPTP inh: 1.0; A3A deaminase: 0.4; A3G deaminase: -1.3

Results for CN(C(=O)c1ccncc1)C1CC(C)(C)N(O)C(C)(C)C1 ?
GRIN3A LBD mod: 4.7; Gli-Sufu antag: -2.9; CXCR6 inh: -10.0; CCR6 antag: -9.3; EBI2 block: -7.1; MPTP inh: 3.3; A3A deaminase: 0.3; A3G deaminase: -6.2

Results for COc1cc(CC(=O)Nc2nc(C)cs2)cc(OC)c1OC ?
GRIN3A LBD mod: 1.1; Gli-Sufu antag: 11.0; CXCR6 inh: -4.9; CCR6 antag: 5.7; EBI2 block: -1.1; MPTP inh: 1.1; A3A deaminase: 3.0; A3G deaminase: -3.8

How did Cc1ccc(S(=O)(=O)NCCC(=O)NNC(=O)COc2ccccc2Cl)cc1C do in these assays?
GRIN3A LBD mod: -2.3; Gli-Sufu antag: 0.1; CXCR6 inh: 6.3; CCR6 antag: 8.0; EBI2 block: 13.4; MPTP inh: 1.5; A3A deaminase: -1.7; A3G deaminase: -3.0

Results for CC(=O)Nc1ccc2c(c1)C(=O)c1ccccc1C2=O ?
GRIN3A LBD mod: 0.1; Gli-Sufu antag: -76.2; CXCR6 inh: 2.6; CCR6 antag: 15.8; EBI2 block: 11.6; MPTP inh: 1.9; A3A deaminase: 1.5; A3G deaminase: -3.2

How did CC(C)CN(C(=O)COC(=O)c1cncc(Br)c1)c1c(N)n(Cc2ccccc2)c(=O)[nH]c1=O do in these assays?
GRIN3A LBD mod: -3.3; Gli-Sufu antag: -12.0; CXCR6 inh: 2.9; CCR6 antag: 13.2; EBI2 block: -1.7; MPTP inh: -0.3; A3A deaminase: 15.9; A3G deaminase: -1.1

Results for COc1ccc(OC(=O)c2cccc([N+](=O)[O-])c2)c(C(=O)/C=C/c2cccs2)c1 ?
GRIN3A LBD mod: 3.4; Gli-Sufu antag: -2.0; CXCR6 inh: 1.9; CCR6 antag: 11.1; EBI2 block: 13.8; MPTP inh: 2.7; A3A deaminase: -0.7; A3G deaminase: -7.2

How did Cc1cc(C)c2cc(CN(CC3CCCO3)C(=S)NCc3ccco3)c(=O)[nH]c2c1 (stereo not given) do in these assays?
GRIN3A LBD mod: -0.8; Gli-Sufu antag: 8.6; CXCR6 inh: 11.5; CCR6 antag: 10.9; EBI2 block: 4.1; MPTP inh: 0.0; A3A deaminase: -2.2; A3G deaminase: -4.2

Results for Cc1cccc(OCC(=O)Nc2nccs2)c1C ?
GRIN3A LBD mod: 0.9; Gli-Sufu antag: -75.2; CXCR6 inh: -4.3; CCR6 antag: 2.0; EBI2 block: 0.9; MPTP inh: -1.3; A3A deaminase: -4.0; A3G deaminase: -6.2

Grouped by structure, those above containing a Cl atom (2)
What do the screens show for `Cc1ccc(C(=O)NC(NC(=O)c2ccc(C)cc2)C(Cl)Cl)cc1`?
GRIN3A LBD mod: -3.8; Gli-Sufu antag: 0.4; CXCR6 inh: -0.9; CCR6 antag: 2.4; EBI2 block: -6.3; MPTP inh: 2.0; A3A deaminase: -1.3; A3G deaminase: -1.7

How did Cc1ccc(S(=O)(=O)NCCC(=O)NNC(=O)COc2ccccc2Cl)cc1C do in these assays?
GRIN3A LBD mod: -2.3; Gli-Sufu antag: 0.1; CXCR6 inh: 6.3; CCR6 antag: 8.0; EBI2 block: 13.4; MPTP inh: 1.5; A3A deaminase: -1.7; A3G deaminase: -3.0

(list continues)
What do the screens show for `CCN(CC(=O)NCc1cccs1)C(=O)c1cccc(S(=O)(=O)N(CC)c2ccccc2)c1`?
GRIN3A LBD mod: -1.7; Gli-Sufu antag: -2.6; CXCR6 inh: -3.1; CCR6 antag: 10.9; EBI2 block: 4.4; MPTP inh: 0.9

What do the screens show for `CCOC(=O)Cc1csc(NC(=O)CN2C(=O)c3ccccc3S2(=O)=O)n1`?
GRIN3A LBD mod: 1.1; Gli-Sufu antag: -4.6; CXCR6 inh: -0.3; CCR6 antag: 9.2; EBI2 block: -5.2; MPTP inh: -0.6; A3A deaminase: -3.2; A3G deaminase: -5.4

What do the screens show for `Cn1c(=O)c2c(SCC(=O)N3CCOCC3)nc(-c3ccccc3Cl)nc2n(C)c1=O`?
GRIN3A LBD mod: 0.5; Gli-Sufu antag: 0.9; CXCR6 inh: -0.7; CCR6 antag: 22.8; EBI2 block: 4.4; MPTP inh: -0.3; A3A deaminase: 0.1; A3G deaminase: -2.9

How did COc1ccccc1NC(=O)C(C)OC(=O)C(C)SCC(=O)Nc1ccc(C)cc1 (stereo not given) do in these assays?
GRIN3A LBD mod: 1.0; Gli-Sufu antag: -19.7; CXCR6 inh: 13.6; CCR6 antag: 9.7; EBI2 block: 0.6; MPTP inh: -0.3; A3A deaminase: 27.3; A3G deaminase: 4.2

How did CCCCOC(=O)c1ccc(NC(=O)c2cnccn2)cc1 do in these assays?
GRIN3A LBD mod: 2.4; Gli-Sufu antag: -17.4; CXCR6 inh: -11.1; CCR6 antag: -0.5; EBI2 block: -2.3; MPTP inh: 0.6; A3A deaminase: 0.3; A3G deaminase: -0.8

How did N#Cc1ccc(CNc2cnccn2)cc1 do in these assays?
GRIN3A LBD mod: -1.6; Gli-Sufu antag: 33.5; CXCR6 inh: -0.2; CCR6 antag: 11.8; EBI2 block: -3.6; MPTP inh: 8.5; A3A deaminase: 2.2; A3G deaminase: -1.4

What do the screens show for `COc1ccc(NC(=O)COC(=O)CNC(=O)c2cc(OC)c(OC)c(OC)c2)cc1`?
GRIN3A LBD mod: 0.1; Gli-Sufu antag: -1.1; CXCR6 inh: -5.6; CCR6 antag: -3.7; EBI2 block: -1.4; MPTP inh: -0.1; A3A deaminase: -3.3; A3G deaminase: -5.5

Results for COC(CNC(=O)c1cccc2c1C(=O)N(Cc1cccnc1)C2)OC ?
GRIN3A LBD mod: -0.7; Gli-Sufu antag: -8.0; CXCR6 inh: -3.1; CCR6 antag: -6.4; EBI2 block: 3.7; MPTP inh: -0.3; A3A deaminase: 1.5; A3G deaminase: -1.5

What do the screens show for `O=C1CC(c2ccncc2)c2cc3c(cc2N1)OCCO3` (stereo not given)?
GRIN3A LBD mod: 1.8; Gli-Sufu antag: 0.9; CXCR6 inh: -5.0; CCR6 antag: -18.8; EBI2 block: -4.8; MPTP inh: -2.0; A3A deaminase: -0.7; A3G deaminase: -8.0

Results for O=C1NC[C@H](Cc2ccc(O)cc2)N(CCc2cccc3ccccc23)C1=O ?
GRIN3A LBD mod: 0.9; Gli-Sufu antag: 5.5; CXCR6 inh: -1.5; CCR6 antag: 8.5; EBI2 block: -0.5; MPTP inh: -1.2; A3A deaminase: 0.2; A3G deaminase: -5.6

What do the screens show for `Cc1ccc(S(=O)(=O)NC2(C(=O)O)CCCCC2)cc1`?
GRIN3A LBD mod: -0.4; Gli-Sufu antag: 1.6; CXCR6 inh: 4.0; CCR6 antag: 0.5; EBI2 block: 0.0; MPTP inh: 2.1; A3A deaminase: 2.6; A3G deaminase: 1.7

Assay outcomes as filed in PubChem.
